Compound activity as filed in PubChem BioAssay.
KB-V1 MDR tox: KB-V1 MDR subline cytotoxicity; KB-V1 MDR cells viability, CellTiter-Glo, 72 h; Potency, µM (titrated, usually from 46.1 µM), without a hit: at the highest dose activity change, negative = cytotoxicity, hits mostly cytotoxic; 3.4% of 400,000 active; AID 1347076; note: potency is the fitted concentration of half-maximal effect; % is set by controls: 0 for no effect and ±100 for the full control effect; nearly all actives have a fitted effect of over 60% in size
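Luminescent ATP read-out (CellTiter-Glo, 10 min) measures survival of drug-selected KB-V1 MDR cells after 72 h, 37 degrees C compound exposure. Medium: phenol-red-free DMEM, 10% FBS. Values from fitted concentration-response curves.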
IL-1B inflam inh: inhibitors of inflammasome signaling (IL-1 beta secretion) | THP-1 LPS/ATP IL-1B secretion, AlphaLISA, 16 h; hits give low values | activity change, % at 57.5 µM | 4.7% of 360,000 active; in the data active = activity change below about -50%; inconclusive = mostly about -30% to -49%; note: % is set by controls: 0 for no effect and ±100 for the full control effect
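THP-1 cells pretreated 1 hr with compounds (up to 57.5 uM final), then stimulated with LPS (250 ng/mL final) plus ATP (1.25 mM final); secreted IL-1B measured by AlphaLISA after 16 hr, decreased signal indicating inhibition.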
HT1080 IDH1KD tx: kills HT-1080 cells with IDH1 knockdown; HT-1080 IDH1 knockdown viability, ATP luminescence, 48 h; Potency, µM (doses to about 46.1 µM), without a hit: at the top dose activity, negative = toxicity, hits mostly cytotoxic; 2% of 360,000 active;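 note: potency is the fitted concentration of half-maximal effect; 0% = DMSO wells and -100% = cell-free medium wells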
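Assay cells: HT-1080 with IDH1 knockdown, 750 per well, RPMI/5% FBS. Exposure: 48 h at 37 °C following 2 h pre-incubation. Read: CellTiter-Glo luminescence; fitted concentration-response, curve class assigned.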
KB-3-1 cytotox: kills parental KB-3-1 adenocarcinoma cells; Potency, µM (top dose mostly 46.1 µM), for inactives: at the highest dose activity change, negative = cytotoxic, most hits filed as cytotoxic; KB-3-1 viability, CellTiter-Glo ATP luminescence, 72 h; 1.4% of 400,000 active; note: potency is the fitted concentration of half-maximal effect; % is set by controls: 0 for no effect and ±100 for the full control effect; nearly all actives have a fitted effect of over 60% in size
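Cells are dispensed, compounds pinned in, plates held at 37 °C for 72 h, then CellTiter-Glo is added and luminescence read after 10 minutes. Cell line: parental KB-3-1 in phenol-red-free DMEM, 10% FBS.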
D3 ag: D3 dopamine receptor (human) agonism | D3R DiscoveRx beta-arrestin cells, luminescence, 90 min | max activation, % | 0.58% of 410,000 active | AID 652048; in the data active = max activation above about 30%; note: 0% is about no effect; mostly tested at two doses, the higher about 12 µM
Target sequence (P35462 whole entry, looked up): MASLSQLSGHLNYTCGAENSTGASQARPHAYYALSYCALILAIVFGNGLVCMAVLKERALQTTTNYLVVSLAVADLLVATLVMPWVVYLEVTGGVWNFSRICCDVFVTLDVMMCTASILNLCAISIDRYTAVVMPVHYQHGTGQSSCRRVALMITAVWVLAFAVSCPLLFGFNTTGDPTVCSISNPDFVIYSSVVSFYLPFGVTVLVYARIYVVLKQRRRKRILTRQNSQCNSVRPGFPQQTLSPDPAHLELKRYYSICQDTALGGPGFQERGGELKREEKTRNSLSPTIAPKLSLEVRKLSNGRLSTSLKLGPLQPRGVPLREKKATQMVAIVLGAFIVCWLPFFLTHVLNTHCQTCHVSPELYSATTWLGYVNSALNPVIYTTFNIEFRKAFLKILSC
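Agonist mode: compounds and dopamine controls were applied to plated cells for 90 min at 37 degrees C after an overnight attachment at 1500 cells/well. Luminescent read-out followed 30 - 60 minutes at room temperature with DiscoveRx detection reagent.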
GLP1R cytotox: cytotoxic in the GLP-1 receptor inverse agonist counter-screen. 0.13% of 410,000 active. Potency, µM (top dose mostly 38.3 µM), inactives show at the top dose activity change, negative = inhibition, most hits filed as inhibitors. HEK293 cAMP-luciferase reporter cells, luminescence, 24 h;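 note: loss of luciferase light is scored as toxicity; potency is the fitted concentration of half-maximal effect; % is set by controls: 0 for no effect and ±100 for the full control effect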
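Compound-treated cells are incubated 24 hr at 37 deg C under 5% CO2 after a 12 hour attachment period, then luciferase detection reagent is added and luminescence is measured following 12 min at room temperature; lowered signal indicates toxicity.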
SW480 rerep: DNA re-replication induction in SW480 cells. SW480 DNA re-replication, Hoechst DNA content imaging, 48 h. Potency, µM (series often up to 46.1 µM), without a hit: at the top dose re-replication activation, most hits filed as activators. 1.8% of 340,000 active. AID 624297; note: potency is the fitted concentration of half-maximal effect; % of control where 0% means no effect; nearly all actives have a fitted effect of over 55% in size
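Treated cells incubate 48 hr (37 C, 5% CO2), are stained 40 min with Hoechst, and nuclear fluorescence is enumerated; a rise in nuclei with high DNA signal marks re-replication.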
HT1080-NT tox: kills 2HG-producing HT-1080-NT fibrosarcoma cells; HT-1080-NT fibrosarcoma viability, CellTiter-Glo ATP luminescence, 48 h; Potency, µM (titrated, usually from 46.1 µM), without a hit: at the top dose activity, negative = less viability, usual class: cytotoxic; AID 686970; 1.6% of 360,000 active;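 note: NT is the 2HG producing partner of a matched IDH1 knockdown line; potency is the fitted concentration of half-maximal effect; 0% = DMSO-treated cells and -100% = media-only wells without cells; nearly all actives have a fitted effect of over 55% in size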
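Compounds were tested in concentration-response format on HT-1080-NT cells for 48 hours at 37 degrees C. Cell viability came from CellTiter-Glo luminescence; curves were classified by r2, response magnitude and activity.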
MCF10A rerep: inducers of DNA re-replication in MCF 10A breast cells | MCF 10A DNA re-replication, Hoechst nuclear intensity, 48 h | Potency, µM (highest dose often 46.1 µM), without a hit: top-dose activity, positive = re-replication, hits mostly activators | 2.9% of 350,000 active; note: potency is the fitted concentration of half-maximal effect; % of control where 0% means no effect; nearly all actives have a fitted effect of over 50% in size
The depositor's hits bear a star; u = inconclusive; x = not tested or not shown; & = joins results of further samples; [ ] = remark or other dose. Unless noted, calls come from the whole dose curve; as a rule, active = well fitted curve in the direction sought with a large enough effect; inconclusive = small, poorly fitted or top-dose-only effect, or another doubt; inactive = no such curve, though single readings can be large; an effect the other way counts as inactive or inconclusive.

SMILES | KB-V1 MDR tox | IL-1B inflam inh | HT1080 IDH1KD tx | KB-3-1 cytotox | D3 ag | GLP1R cytotox | SW480 rerep | HT1080-NT tox | MCF10A rerep
Cc1ccc(NS(=O)(=O)c2ccc(NC(=O)C(C)Sc3ccc(Cl)cc3)cc2)c(C)c1 (stereo not drawn) | 0% | u | u | u | -2 | 12% | u | u | u
Cc1ccc(-c2cc(C(=O)Nc3c(C)n(C)n(-c4ccccc4)c3=O)[nH]n2)c(O)c1C | -11% | -8 | 1% | -1% | -5 | -8% | u | -1% | 1%
O=C1c2ccccc2C(Nc2ccc(S(=O)(=O)N3CCOCC3)cc2)N1c1ccccn1 (stereo not drawn) | -8% | -4 | -1% | -3% | -6 | -29% | -6% | 0% | 11%
COc1ccc(NC(=O)Nc2ccc(Br)cn2)cc1 | u | -16 | 17% | u | 1 | 4% | -7% | 15% | -7%
COc1ccc(CCNC(=O)C2CCN(S(=O)(=O)c3cnc[nH]3)CC2)cc1OC | -3% | 1 | 11% | 2% | -1 | -24% | 0% | 6% | -1%
COCCN(CCOC)Cc1c(C)[nH]c2ccccc2c1=O | 17% | -8 | 17% | 0% | 17 | -4% | -10% | 17% | -1%
O=C(N/N=C/c1cc([N+](=O)[O-])ccc1O)c1cccc(NC(=O)c2cccc(Cl)c2)c1 | 28% | 92 | -13% | 7% | 0 | 7% | 2.3µM* | -1% | -14%
COc1ccc(Nc2c(-c3ccc(C)o3)nc3ccc(Cl)cn23)cc1 | 13% | x | x | 0% | 8 | 4% | x | x | x
CCOc1cc(S(=O)(=O)NC2CC(C)(C)NC(C)(C)C2)ccc1Cl | 8% | -6 | -11% | 9% | -2 | 1% | 4% | -12% | -7%
C[C@H](NC(=O)c1nc[nH]c1C(=O)NCCCCCN)C(=O)OCc1ccccc1 | 29% | 18 | 5% | 11% | 1 | 7% | 0% | 5% | -3%
Cc1ccc(COC(=O)CCc2nc3ccccc3c(=O)[nH]2)cc1 | 0% | -4 | 9% | 16% | 5 | 0% | 1% | 18% | 9%
Cc1ccc(C)c(N2CCN(C3=C(c4ccccc4)C(=O)c4ccccc43)CC2)c1 | 8% | x | x | 0% | -4 | 9% | x | x | x
c1ccc(-c2cc3c(N4CCCCC4)ncnc3s2)cc1 | -27% | -15 | 5% | -1% | -3 | -13% | -14% | 1% | 22%
Cc1cc(C)cc(OCC(=O)N/N=C/c2ccccn2)c1 | -18% | 0 | -22% | 3% | 0 | 0% | -2% | -18% | 11%
CCCCCCCC[n+]1cccc(C(=O)N(CC)CC)c1 | 39% | -6 | -5% | 0% | 0 | 12% | u | 5% | 15%
CC(C)(C)C(=O)Nc1nc2c(c(=O)[nH]1)CCCC2 | 14% | 17 | 17% | 0% | -11 | 0% | -18% | 3% | 6%
CC(Cc1cccs1)NC(=O)Nc1ccc(Cl)cc1 (stereo not drawn) | 1% | -9 | -2% | -1% | 3 | -9% | 0% | 1% | 14%
CCOc1ccccc1NC(=O)CSc1ncc(S(=O)(=O)c2ccc(C)c(C)c2)c(N)n1 | 8% | x | x | u | 4 | -1% | x | x | x
O=C(NCCN1CCOCC1)c1ccc(NC(=O)C2COc3ccccc3O2)cc1 (stereo not drawn) | -7% | 6 | 3% | -2% | 3 | 0% | -2% | 3% | -32%[inhibitor]
COc1ccc(OC)c(NC(=O)c2cccc(N3C(=O)C4C5CCC(C5)C4C3=O)c2)c1 (stereo not drawn) | -18% | 0 | -10% | -15% | 11 | 2% | -6% | -18% | 8%

By substructure, the compounds so far containing an aryl methoxy group (4)
SMILES | KB-V1 MDR tox | IL-1B inflam inh | HT1080 IDH1KD tx | KB-3-1 cytotox | D3 ag | GLP1R cytotox | SW480 rerep | HT1080-NT tox | MCF10A rerep
COc1ccc(NC(=O)Nc2ccc(Br)cn2)cc1 | u | -16 | 17% | u | 1 | 4% | -7% | 15% | -7%
COc1ccc(CCNC(=O)C2CCN(S(=O)(=O)c3cnc[nH]3)CC2)cc1OC | -3% | 1 | 11% | 2% | -1 | -24% | 0% | 6% | -1%
COc1ccc(Nc2c(-c3ccc(C)o3)nc3ccc(Cl)cn23)cc1 | 13% | x | x | 0% | 8 | 4% | x | x | x
COc1ccc(OC)c(NC(=O)c2cccc(N3C(=O)C4C5CCC(C5)C4C3=O)c2)c1 (stereo not drawn) | -18% | 0 | -10% | -15% | 11 | 2% | -6% | -18% | 8%

(next part)
SMILES | KB-V1 MDR tox | IL-1B inflam inh | HT1080 IDH1KD tx | KB-3-1 cytotox | D3 ag | GLP1R cytotox | SW480 rerep | HT1080-NT tox | MCF10A rerep
NC(=O)c1cc2ccccc2o/c1=N\NC(=O)c1ccc(F)cc1 | 0% | -23 | -1% | -2% | -7 | -14% | -6% | 1% | 12%
CCCC(=O)NC(=S)Nc1cccc(-c2nc3ncccc3o2)c1 | -13% | -7 | -8% | 16% | -2 | -5% | 1% | -13% | 1%
CCOC(=O)CNC(=O)c1ccccc1Br | -5% | 11 | 10% | 6% | -1 | -6% | 2% | 6% | -7%
C=CCNS(=O)(=O)c1ccc(C(=O)OCc2cc(=O)oc3cc(OC)ccc23)cc1 | 17% | 4 | -15% | 10% | -6 | -16% | u | -15% | u
CSc1ccc(CN2CCN(C(=O)c3ccc([N+](=O)[O-])cc3)CC2)cc1 | u | -25 | u | u | -10 | 1% | -5% | -15% | u
CCc1ccccc1NC(=O)CNC(=O)c1cc(C2CC2)nn1-c1ccccc1 | 0% | -25 | 1% | -9% | -19 | 1% | -10% | 2% | u
Cn1c(SCCOc2ccc(Cl)cc2)nnc1-c1ccncc1 | -3% | 3 | -9% | -4% | -2 | 8% | -11% | -7% | u
NS(=O)(=O)c1ccc(S(=O)(=O)N2CCN(C3CCCC3)CC2)cc1 | 19% | 20 | u | 2% | 3 | 9% | -31%[inhibitor] | 0% | -21%
O=C(NCc1ccc2c(c1)OCO2)C1CC(=O)N(C2CCCC2)C1 (stereo not drawn) | 4% | 4 | 26% | 5% | 4 | 1% | -2% | 5% | -12%
CSc1ccccc1NC(=O)CN(C)S(=O)(=O)c1ccc(F)cc1 | u | -10 | 2% | 4% | -1 | -3% | -12% | 10% | -2%
OC(COCc1cccs1)CN1CCN(c2ccccn2)CC1 (stereo not drawn) | 2% | -6 | 6% | -3% | 57* | 6% | -5% | -1% | -3%
O=C(COC(=O)COc1ccccc1)Nc1ccc(Br)cc1Br | u | -3 | 16% | 25% | -1 | -4% | -4% | 3% | 2%
CCCCOC(=O)Cn1nnc2sc(-c3ccccc3)cc2c1=O | 4% | x | x | 5% | 7 | 36% | x | x | x
N#Cc1c(N2CCCCC2)nc(N)c2c(N)nc3c(c12)CC(CCl)O3 (stereo not drawn) | u | 7 | u | 10% | 5 | 9%[7.66 µM] | u | -21% | u
CCCOc1cccc(C(=O)NC(=S)Nc2cccc(NC(=O)c3ccccc3Cl)c2)c1 | -17% | -7 | -13% | 0% | -7 | 0% | 7% | -4% | 26%
Cc1ccc(C2=Nc3ccccc3N=C(C(Cl)Cl)C2)cc1 | -10% | -26 | u | u | -1 | 11% | u | -27% | u
NC(=O)/C(=C/c1ccco1)NC(=O)c1ccc(Br)o1 | 15% | 14 | 4% | 11% | 0 | 87%[activator] | -1% | 8% | -3%
NC(Cc1ccc(F)cc1)c1csc(Nc2cc(Oc3ccccc3)ncn2)n1 (stereo not drawn) | u | -75* | 16µM* | u | 3 | u | x | u | x
COc1cccc(CN(C)CC(=O)NCc2ccccc2Cl)c1OC | u | 1 | -18% | -16% | -1 | 3% | 8% | -13% | 7%
Cc1ccc(N(C(=O)c2ccccn2)C2(C(=O)NC3CCCC3)CCCCC2)cc1 | -16% | -8 | 13% | 3% | 3 | -20% | -1% | 3% | 15%
O=C(NCc1ccccn1)C1COc2ccccc2O1 (stereo not drawn) | 0% | -1 | 17% | 2% | 1 | -3% | -9% | 14% | -2%
CCOc1ccccc1C(=O)N1CC(=O)Nc2ccc(C)cc2C1c1ccccc1 (stereo not drawn) | -5% | x | x | 1% | 1 | -12% | x | x | x
C[C@H](O)[C@@H]1C(=O)N2CCc3c([nH]c4ccccc34)[C@@H]2C[C@@H]1N(C)C(=O)Nc1ccc(F)cc1 | 0% | -17 | -2% | 0% | -7 | 17% | x | -4% | x
OC(CNCC1COc2ccccc2O1)COc1ccccc1F (stereo not drawn) | -7% | 18 | 21% | -3% | 1 | -14% | 10% | 2% | 6%
CCC(C)NC(=O)c1ccccc1NC(=O)CN(c1cc(C)ccc1OC)S(C)(=O)=O (stereo not drawn) | -20% | -12 | 1% | 0% | 4 | -40% | -78%[inhibitor] | -4% | 5%
CC(C)CN(C(=O)c1ccc2c(c1)OCO2)C1CCS(=O)(=O)C1 (stereo not drawn) | 10% | -6 | 10% | 5% | 1 | 2% | -270%[inhibitor] | 20% | -2%
NC(=O)CNC(=O)[C@@H]1CC2(CC(c3ccccc3)=NO2)CN1C(=O)c1ccc(Br)cc1 (stereo partly drawn) | u | -9 | -9% | 9% | -12 | -18% | -8% | -5% | 2%
CC(C)=Cc1c(O)nc2ccccn2c1=O | 28% | 4 | 11% | 7% | 4 | -1%[7.66 µM] | 1% | 11% | -1%
CCc1nnc(NCn2nc(C)cc2C)s1 | u | 28 | 15% | 4% | -5 | -15% | -1% | 24% | 0%
OC(CNCc1ccccn1)c1ccccc1 (stereo not drawn) | u | 15 | 1% | 6% | 2 | -16% | -5% | 10% | 2%
CCc1nn(CCCC(=O)NCc2ccc(OC(C)C)cc2)c(=O)c2cc3occc3n12 | u | -9 | 10µM* | 7.3µM* | 0&5 | -15%&-14% | u | 12µM* | u
NC(N)=NCC(O)CN(c1ccccc1)c1ccccc1 (stereo not drawn) | 25% | -82* | -11% | 1% | -3 | -2% | -3% | -18% | 1%
